Assay outcomes as filed in PubChem BioAssay.
OX1R antag: blocks the human orexin 1 receptor; O43613; CHO/OX1R cells, Fluo-8 calcium fluorescence, orexin A; inhibition, % at 5 µM; 330,000 compounds, 0.43% hits; AID 434989;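 active = inhibition above its plate's threshold, mean inhibition of all tested compounds on the plate plus 3 SD, cut at about 37% in these data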;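 note: 0% = orexin A challenge wells and 100% = SB-334867-A antagonist wells; not every result past the cut was called active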
Target sequence (O43613 whole entry, looked up): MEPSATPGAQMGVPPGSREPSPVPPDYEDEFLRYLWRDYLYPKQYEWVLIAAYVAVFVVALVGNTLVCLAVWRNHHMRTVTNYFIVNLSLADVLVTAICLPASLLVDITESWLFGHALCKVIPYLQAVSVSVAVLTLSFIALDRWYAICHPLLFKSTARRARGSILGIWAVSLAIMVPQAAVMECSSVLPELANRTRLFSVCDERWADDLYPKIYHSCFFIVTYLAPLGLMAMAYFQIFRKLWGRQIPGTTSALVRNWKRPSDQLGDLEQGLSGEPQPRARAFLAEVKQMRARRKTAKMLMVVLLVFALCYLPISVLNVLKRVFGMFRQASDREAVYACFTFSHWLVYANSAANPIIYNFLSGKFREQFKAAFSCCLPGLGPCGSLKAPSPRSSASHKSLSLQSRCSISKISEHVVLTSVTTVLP
CHT allo act: allosterically activates the human high affinity choline transporter. CHT-expressing cells, membrane potential dye, choline EC20; active compounds read high; LV-AA mutant CHT in HEK293 cells. B-score at 10 µM. 310,000 compounds, 0.49% hits;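 active = initial fluorescence not abnormally high and integrated response B-score, plate-corrected, over 3 SD above library mean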
Target sequence (Q9GZV3 whole entry, looked up): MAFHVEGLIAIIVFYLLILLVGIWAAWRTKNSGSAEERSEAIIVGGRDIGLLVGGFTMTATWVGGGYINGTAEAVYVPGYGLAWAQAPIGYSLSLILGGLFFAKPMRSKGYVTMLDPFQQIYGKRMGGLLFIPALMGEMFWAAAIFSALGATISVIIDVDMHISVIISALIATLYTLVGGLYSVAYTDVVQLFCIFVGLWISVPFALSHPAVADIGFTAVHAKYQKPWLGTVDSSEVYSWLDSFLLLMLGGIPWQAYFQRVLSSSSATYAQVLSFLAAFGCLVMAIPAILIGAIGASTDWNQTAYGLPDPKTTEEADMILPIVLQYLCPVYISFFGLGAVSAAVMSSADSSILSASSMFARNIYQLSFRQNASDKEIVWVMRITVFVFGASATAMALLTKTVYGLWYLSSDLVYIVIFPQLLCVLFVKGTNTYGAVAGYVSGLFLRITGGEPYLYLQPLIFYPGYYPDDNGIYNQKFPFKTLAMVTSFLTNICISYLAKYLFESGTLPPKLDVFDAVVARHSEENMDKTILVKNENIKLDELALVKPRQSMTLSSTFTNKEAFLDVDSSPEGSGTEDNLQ
Starred values were filed as active, the others as inactive; i = inactive; x = not tested or not shown.

SMILES	OX1R antag	CHT allo act
CCCCN(C(=O)c1c(C)noc1C)c1c(N)n(CCCC)c(=O)[nH]c1=O	-27	i
CC1=CC(=O)CC(C)(C)[C@@]1(O)/C=C/[C@@H](C)O[C@@H]1O[C@H](CO)[C@@H](O)[C@H](O)[C@H]1O	3	x
COc1ccc(C(=O)N/N=C2\SCC(=O)N2Cc2ccc3c(c2)OCO3)c(OC)c1	-20	i
COc1ccc(CCNC(=O)c2nnn(CC(=O)Nc3c(C)cc(C)cc3C)c2N)cc1OC	27	i
N=c1c(C(=O)NC2CCCC2)cc2c(=O)n3ccccc3nc2n1Cc1ccccc1	-41	i
COc1ccc(-c2csc(Nc3ncccc3C)n2)cc1OC	24	i
CCCCC[C@H](O)/C=C/[C@@H]1[C@@H](C/C=C\CCCC(=O)O)[C@H]2CO[C@@H]1C2	-20	i
CN(C)CCN(C(=O)c1ccc(N2C(=O)CCC2=O)cc1)c1nc2cc3c(cc2s1)OCO3	-8	i
CC(C)(C)c1ccc(C(=O)c2c[nH]c(C(=O)NCC3CCCO3)c2)cc1 (stereo unspecified)	-9	i
Nc1nc(Nc2cccc(F)c2)nc(NCc2ccco2)c1[N+](=O)[O-]	-19	i
Cc1cc(C(F)(F)F)c2c(n1)sc1c(O)cc(=O)[nH]c12	-15	i
CCc1noc(C)c1C(=O)NNC(=O)c1nn(CC)c(=O)c2ccccc12	-19	i
Nc1nc(C23CC4CC(CC(Cl)(C4)C2)C3)cs1	-2	i
CN(CC(=O)Nc1cccc(F)c1)C(=O)CN1C(=O)NC2(CCCC2)C1=O	-4	x
CCC(=O)Nc1c2c(nn1-c1cccc(Cl)c1)CSC2	-19	i
CCOC(=O)c1cc(/C(C)=N/OC(=O)c2ccc(Cl)cc2)on1	-4	i
CCN(CC)C(=O)Cn1cc(S(=O)(=O)CC(=O)Nc2ccc(F)cc2)c2ccccc21	-14	i
COc1ccc(CN2CCN(Cc3cc4ccccc4o3)CC2CCO)cc1C (stereo unspecified)	-45	i
CCOC(=O)C(C)(C)NS(=O)(=O)c1ccc(Cl)c([N+](=O)[O-])c1	-7	i
O=C(/C=C/c1ccco1)Nc1ccccc1N1CCCCC1	-31	i
COc1ccc(CNc2nc3c(c(=O)[nH]c(=O)n3C)n2Cc2ccccc2C)cc1	-27	i
Cn1nc(C(F)(F)F)cc1-c1ccc(S(N)(=O)=O)s1	1	i
O=C1C=C(c2ccc(O)cc2)C[C@@H](c2ccc(Cl)cc2)C1	0	x
COc1ccc(/C=C(/NC(=O)c2ccco2)C(=O)N2CCCCCC2)cc1OC	-12	i
Cc1ccc(NC(=O)c2ccc(S(=O)(=O)NCc3cccnc3)cc2)c(C)c1	-49	i
CCOC(=O)N1CCN(C(=O)C2CCN(S(=O)(=O)c3cc(C)ccc3OC)CC2)CC1	-12	i
Cc1ccc(C(=O)N/C(=C/c2ccccc2)C(=O)NC(Cc2ccccc2)C(=O)O)cc1 (stereo unspecified)	-9	i
O=C(CC1Sc2ccccc2NC1=O)Nc1cccc(C(=O)O)c1 (stereo unspecified)	6	i
CCOC(=O)N1CCN(C(=O)c2cc(COc3cccc(C(F)(F)F)c3)on2)CC1	-19	i
CCCCCNc1nc(NCCCO)c(C#N)c2c1CN(C)CC2	-23	i
Oc1ccc(NCc2ccc(OCc3ccccc3)cc2)cc1	x	i
Cc1nc2nc(SCC(=O)O)nn2c(C)c1Cc1ccccc1Cl	-19	i
COc1ccc(NC(=O)c2oc3ccccc3c2C)c(OC)c1	2	i
COc1ccc(OC)c(/C=C/C(=O)OCC(=O)N2C(C)CCCC2C)c1 (stereo unspecified)	-30	x
O=C1NC2(CCCCC2)N(C(=O)c2ccccc2)C2=C1CCCC2	-24	i
O=C(O)c1coc2ccccc12	4	i
Cc1ccc(-c2c(C)c(-c3ccc(F)cc3)nc(N)c2C#N)o1	-28	i
CN1C(=S)SC(/[N+]([O-])=C\c2ccco2)C1(C)C (stereo unspecified)	-7	i
COC(=O)c1cc(=O)nc2sc(-c3ccccc3)nn12	7	i
O=C(c1cccs1)N(Cc1ccc(F)cc1)C1CCS(=O)(=O)C1 (stereo unspecified)	-8	i
COc1ccc(CNc2cc([N+](=O)[O-])ccc2OC)cc1	-15	i
CCN(C(=O)COC(=O)CCNS(=O)(=O)c1ccccc1F)c1c(N)n(Cc2ccccc2)c(=O)[nH]c1=O	-14	x
CN(C)N1C(N)=C(C#N)C(c2ccccc2)C2=C1CC(C)(C)CC2=O (stereo unspecified)	-16	i
Cn1ccnc1Sc1ccc(C(N)=O)cc1[N+](=O)[O-]	4	i
Cc1nc2ccccc2c(=O)n1NC(=O)COc1ccccc1	-4	i
Cc1nn(Cc2ccc([N+](=O)[O-])cc2)c(=O)n1-c1ccccc1Cl	-21	i
CCCCCCn1c(NCC)nc2c1c(=O)n(C)c(=O)n2C	22	i
Cc1oc(-c2cccc(Cl)c2)[n+]([O-])c1C	-4	i
O=C1NCCc2cc3c(cc21)OCO3	7	i
C[C@H](CO)N1C[C@H](C)[C@H](CN(C)C(=O)Nc2ccc(F)cc2)Oc2c(NC(=O)c3ccc(-c4nccs4)cc3)cccc2C1=O	-6	x
COc1ccc(-c2nc3c4c(ncn3n2)-c2ccccc2CC42CCCC2)cc1	-10	i
COc1cc(C(=O)NNC(=O)/C=C/c2ccco2)cc(OC)c1OC	-35	x
CCOC(=O)C1(CCc2ccccc2)CCN(C(=O)c2cccc(C)n2)CC1	-16	i
CSc1nc(C)[nH]c(=O)c1C#N	-6	i
O=C1CN(C(=O)CSc2nnc(Nc3ccccc3)s2)c2ccccc2N1	-15	i
CCCOc1ccc(/C=C/C(=O)NC2CCCCC2)cc1	-5	i
CCCCn1c(N)c(N(CCC(C)C)C(=O)C2=NN(c3cc(C)ccc3C)C(=O)CC2)c(=O)[nH]c1=O	-25	i
CCOC(=O)c1cnc2ccc(C)cc2c1Sc1ccccc1C(=O)OC	-16	i
C[C@@]12C(=O)Nc3ccc(Cl)cc3C(=O)N1[C@H]1c3cc(Cl)ccc3OC[C@@H]1[C@@H]2c1ccccc1	-3	x
CC1Cc2cc(S(=O)(=O)N3CCN(C)CC3)ccc2N1C(=O)C1CC1 (stereo unspecified)	-7	i

The results go on.
SMILES	OX1R antag	CHT allo act
COc1ccccc1NC(=O)Nc1cccc(NC(C)=O)c1	-16	i
CN(c1ccccc1)S(=O)(=O)c1cc(C(=O)OCC(N)=O)ccc1Cl	-19	i
CSc1nc(N)nc(-c2cccs2)c1C#N	27	i
CCn1c(SCc2ccc(C)cc2)nnc1-c1cnccn1	-8	i
CS(=O)(=O)N(CCC#N)Cc1ccc(/C=C2\C(=O)Nc3ccccc32)o1	-9	i
O=C(Oc1cc(=O)oc2ccccc12)c1ccco1	-26	i
Cc1[nH]nc2c1C(c1ccsc1C)C(C#N)=C(N)O2 (stereo unspecified)	9	i
COc1cc(Cl)cc(C2NC(=O)NC(C)=C2C(C)=O)c1OCC(=O)O (stereo unspecified)	-2	i
COC1Cc2ccccc2N(C(N)=O)c2ccccc21 (stereo unspecified)	-5	i
Cc1cccc(C(=O)NNC(=O)c2ccc(Cl)cc2)c1O	-9	i
O=C(COc1ccccc1)Nc1ccc(S(=O)(=O)N2CCOCC2)cc1	-9	i
Cc1cccc(N2CCN(C(=O)c3ccc(CS(=O)(=O)c4ccccc4C)o3)CC2C)c1 (stereo unspecified)	-18	i
COc1ccc(S(=O)(=O)N2CCC(C(=O)NCc3ccncc3)CC2)cc1OC	-8	i
CN(C)S(=O)(=O)c1cccc(C(=O)OCC(=O)Nc2sccc2C(N)=O)c1	14	i
COc1ccc(C=C2c3ccccc3C(=O)c3ccccc32)c(OC)c1	-17	i
CC(=O)c1ccc(OC(=O)COc2ccccc2)cc1	-9	i
CCN(CC)Cc1cc(C(=O)O)c(-c2ccccc2)o1	-4	i
O=C(CSC1=NCCN1)NC(c1ccccc1)c1ccccc1	-14	i
O=C(COC(=O)/C=C/c1ccccc1Cl)NC(=O)Cc1ccccc1	0	i
CCCOc1cccc(OCCSc2nc(C)cc(=O)[nH]2)c1	-17	i

Full records, looked up by structure:
CS(=O)(=O)N(CCC#N)Cc1ccc(/C=C2\C(=O)Nc3ccccc32)o1 is listed as OX1R antag: -9; CHT allo act: i
CN(C)S(=O)(=O)c1cccc(C(=O)OCC(=O)Nc2sccc2C(N)=O)c1 is listed as OX1R antag: 14; CHT allo act: i

A draw from above in order of length of the SMILES, smallest number first:
SMILES	OX1R antag	CHT allo act
O=C(O)c1coc2ccccc12	4	i
Cc1cccc(N2CCN(C(=O)c3ccc(CS(=O)(=O)c4ccccc4C)o3)CC2C)c1 (stereo unspecified)	-18	i
CN(C)CCN(C(=O)c1ccc(N2C(=O)CCC2=O)cc1)c1nc2cc3c(cc2s1)OCO3	-8	i

Next records follow.
SMILES	OX1R antag	CHT allo act
Cn1c(N)c(C(=O)COC(=O)c2cc(S(=O)(=O)N3CCCCC3)ccc2Cl)c(=O)n(C)c1=O	-22	i
Cc1cc(C(=O)OCC(N)=O)c(C)n1-c1ccccc1	-7	i
Cc1ccc(-c2nc(NCC3CCCO3)sc2C)cc1 (stereo unspecified)	-27	i
O=C(COC(=O)CSc1ccc(Br)cc1)NCc1ccco1	-14	i
NC(=O)N1c2ccccc2CC(=O)c2ccccc21	-3	i
C#CCOc1c(Br)cc(/C=N\NC(=O)CN2CCOCC2)cc1OCC	-22	i
Cc1csc(OCC(=O)Nc2ccc(C)c(C)c2)n1	-10	i
N#CC(C(=O)OCc1ccccc1)c1nc2ccccc2nc1N1CCOCC1 (stereo unspecified)	-24	i
Cc1cccc(C)c1N(CC(=O)Nc1cc(Cl)ccc1Oc1ccccc1)S(C)(=O)=O	-14	i
Cc1ccc(C(=O)Nc2c(C(=O)N3CCOCC3)cnn2-c2ccccc2)cc1	-14	i
COc1ccc(NC(=O)Nc2cccc3c2O[C@@H](CN(C)CC2CCCCC2)[C@@H](C)CN([C@H](C)CO)C3=O)cc1	-13	x
CCc1ccc2oc(C(=O)NCCc3ccc(S(N)(=O)=O)cc3)cc(=O)c2c1	-29	i
Cc1ccc(CN2CCN(CC(=O)NCCCN3CCN(c4ccc(F)cc4)CC3)C2=O)cc1	-17	i
COc1ccc(NC(=O)Cc2c(Sc3ccccc3)c3ccccc3n2C)cc1	-22	i
CCCCCC(=O)N1CC2(CC)CN(C(=O)CCCCC)CC(CC)(C1)C2=O	-29	i
COc1ccc(CCNC(=O)c2cc3c(=O)n4cccc(C)c4nc3n(Cc3ccco3)c2=N)cc1OC	-19	i
Cc1cc(C)n2nc(C(=O)N3CCOCC3)nc2n1	-3	i
CCOC(=O)N1CCN(C(=O)C(C)SCc2ccccc2)CC1 (stereo unspecified)	-19	i
O=C(Nc1ccc(Cl)cc1)NC1(C(=O)NCCCN2CCOCC2)CCCCC1	-19	i
CCOc1ccc(-c2[nH]ncc2Oc2ccccc2OCC)c(O)c1	4	i
CNc1nc(C)c(C#N)c(-c2ccccc2)c1C(C)=O	-14	i
CCc1nnc(NC(=O)c2ccc(S(C)(=O)=O)cc2)s1	-15	i
CN1CCN(CC(O)COCCOc2ccc(Br)cc2)CC1 (stereo unspecified)	-11	i
C/C(=N\NC(=O)c1nnn(-c2nonc2N)c1CN(C)c1ccccc1)c1ccccc1O	23	i
COc1cccc(CNCC(=O)N2C(C)CCCC2C)c1 (stereo unspecified)	-17	i
COc1ccc(N2CCN(C(=O)COC(=O)c3ccc(-n4nc(C)cc4C)cc3)CC2)cc1	-1	x
CC(C(=O)Nc1ccc(C(N)=O)cc1)N1C(=O)c2ccccc2S1(=O)=O (stereo unspecified)	-8	i
O=C(NCC(=O)N(CC1CCCO1)C(C(=O)NC1CCCCC1)c1cccnc1)c1cccs1 (stereo unspecified)	-15	i
Nc1nc(=S)c2[nH]cnc2[nH]1	7	i
COc1ccccc1C(CNC(=O)c1cc(S(=O)(=O)N2CCOCC2)ccc1C)N1CCCC1 (stereo unspecified)	-18	x
COc1ccc(NC(=O)Nc2cccc(C)n2)c(OC)c1	-19	i
CCn1c(CSc2nnc(-c3ccncc3)n2CCOC)nc2cc(C(=O)O)ccc21	-19	i
CN=C1c2c(-c3ccccc3)c3cc(OC)ccc3n2CCN1C	-9	8*
CCC(=O)Nc1sc2c(c1C(=O)N(C)C)CCCCC2	-15	i
COc1ccc(C(C#N)c2ccc(=O)[nH]n2)cc1 (stereo unspecified)	-3	i
Cc1cc(C)n2nc(SCC(=O)c3ccc[nH]3)nc2n1	-12	i
O=C(COC(=O)Cn1cnc2ccccc2c1=O)NNC(=O)c1ccc(Br)cc1	-22	x
O=C(CNCc1ccc(F)cc1)Nc1cc(S(=O)(=O)N2CCOCC2)ccc1Cl	-12	x
NS(=O)(=O)c1c(Sc2ccccc2C(=O)O)ccc2ccccc12	-10	i
CCOC(=O)c1cc2c(=O)[nH]ccc2nc1C(F)(F)F	-8	i
c1ccc(-c2cn(-c3ccccc3)c3ncnc(NCCCN4CCOCC4)c23)cc1	-25	i
CCCCCN(C(=O)CCC(=O)OCc1ccccc1Cl)c1c(N)n(CCCC)c(=O)[nH]c1=O	-23	i
Cc1ccc(NC(=O)C(OC(=O)c2cc(C)oc2C)c2ccccc2)cc1 (stereo unspecified)	-21	i

Looked up by structure from above:
SMILES	OX1R antag	CHT allo act
Cc1cc(C)n2nc(SCC(=O)c3ccc[nH]3)nc2n1	-12	i
O=C(CNCc1ccc(F)cc1)Nc1cc(S(=O)(=O)N2CCOCC2)ccc1Cl	-12	x
CN=C1c2c(-c3ccccc3)c3cc(OC)ccc3n2CCN1C	-9	8*
c1ccc(-c2cn(-c3ccccc3)c3ncnc(NCCCN4CCOCC4)c23)cc1	-25	i
COc1ccccc1C(CNC(=O)c1cc(S(=O)(=O)N2CCOCC2)ccc1C)N1CCCC1 (stereo unspecified)	-18	x
O=C(COC(=O)Cn1cnc2ccccc2c1=O)NNC(=O)c1ccc(Br)cc1	-22	x
